Source: PubChem (several laboratories)
HDAC3 inh – human HDAC3 inhibition. 320,000 tested, 0.15% active. AID 2718. recombinant HDAC3, fluorogenic peptide/trypsin coupled, fluorescence. inhibition, % at 8.3 µM; in the data active = inhibition above about 26%, passing the limit was not always enough
KCNK3 inh – human KCNK3 channel inhibition, primary screen; CHO-KCNK3 thallium flux, FluxOR fluorescence; active compounds read low; B-score at 10 µM; O14649; 340,000 tested, 0.84% active;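 active = B-score under library mean minus 4 SD, starting fluorescence ratio at most library mean plus 5 SD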;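 note: more negative B-score means stronger inhibition of thallium flux through KCNK3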
DYRK1A inh – inhibitors of rat Dyrk1A kinase | inhibition, % at 12.5 µM | 310,000 tested, 0.43% active | Q63470 | AID 504441 | ADP-Glo luminescence, NFATc1 peptide; in the data active = inhibition above about 50%;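 note: plate controls were vehicle with enzyme for no effect and no enzyme for full effect; many of its hits are not listed in these tables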
hERG rescue – hERG (human) protection from proarrhythmic block. activation (rescue from dofetilide block), less the hit threshold, % at 10 µM. CHO-hERG, FluxOR thallium flux, dofetilide IC70 present. AID 1511. 310,000 tested, 0.51% active. Q12809;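 active = activation above the mean of controls blocked by dofetilide plus 5 SD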;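 note: thallium influx through hERG after potassium depolarization seen as dye fluorescence rise; in these data hits start at about 4.7%; inactives centre near -7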
TRPC4 agonist – activators of mouse TRPC4 channel | Q9QUQ5 | B-score at 10 µM | HEK293 TRPC4beta/mu-opioid, Fluo4 calcium fluorescence; active compounds read high | 310,000 tested, 0.49% active;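 active = B-score above 5 SD of library B-scores, and initial fluorescence ratio not above library mean plus 5 SD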;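 note: positive B-score marks a calcium rise read as TRPC4 activation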
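system = HEK293 cells stably co-expressing mouse TRPC4beta and mu-opioid receptor | schedule = Fluo4 dye loading 45 min at room temperature, 110 s recording | measure = B-scored integrated calcium fluorescence ratio | signal = Fluo4 calcium-sensitive dye fluorescence, kinetic, 1 Hz baseline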
TRPC4 potent – allosterically enhances the mouse TRPC4 cation channel. B-score at 10 µM. 310,000 tested, 0.42% active. Q9QUQ5. HEK293 TRPC4beta/mu-opioid, DAMGO EC20, Fluo-4 Ca2+ flux; active compounds read high. AID 2227;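 active = B-score of calcium response area above 5 SD of library B-scores, with initial fluorescence ratio within 5 SD of library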;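 note: B-score of integrated fluorescence ratio over time as area under calcium response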
ANO1 block – inhibitors of mouse TMEM16A calcium-activated chloride channel | HEK293 TMEM16A/YFP iodide influx fluorescence, ionomycin | normalized B-score (activity score, 25-100; higher = stronger inhibition) at 10 µM | 310,000 tested, 1.2% active | AID 588511;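 active = ratio plate-corrected score three or more library SD toward inhibition, starting fluorescence score within five deviations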;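 note: score derived from kinetic fluorescence span divided by baseline fluorescence per well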
Target sequence (Q8BHY3 whole entry, looked up): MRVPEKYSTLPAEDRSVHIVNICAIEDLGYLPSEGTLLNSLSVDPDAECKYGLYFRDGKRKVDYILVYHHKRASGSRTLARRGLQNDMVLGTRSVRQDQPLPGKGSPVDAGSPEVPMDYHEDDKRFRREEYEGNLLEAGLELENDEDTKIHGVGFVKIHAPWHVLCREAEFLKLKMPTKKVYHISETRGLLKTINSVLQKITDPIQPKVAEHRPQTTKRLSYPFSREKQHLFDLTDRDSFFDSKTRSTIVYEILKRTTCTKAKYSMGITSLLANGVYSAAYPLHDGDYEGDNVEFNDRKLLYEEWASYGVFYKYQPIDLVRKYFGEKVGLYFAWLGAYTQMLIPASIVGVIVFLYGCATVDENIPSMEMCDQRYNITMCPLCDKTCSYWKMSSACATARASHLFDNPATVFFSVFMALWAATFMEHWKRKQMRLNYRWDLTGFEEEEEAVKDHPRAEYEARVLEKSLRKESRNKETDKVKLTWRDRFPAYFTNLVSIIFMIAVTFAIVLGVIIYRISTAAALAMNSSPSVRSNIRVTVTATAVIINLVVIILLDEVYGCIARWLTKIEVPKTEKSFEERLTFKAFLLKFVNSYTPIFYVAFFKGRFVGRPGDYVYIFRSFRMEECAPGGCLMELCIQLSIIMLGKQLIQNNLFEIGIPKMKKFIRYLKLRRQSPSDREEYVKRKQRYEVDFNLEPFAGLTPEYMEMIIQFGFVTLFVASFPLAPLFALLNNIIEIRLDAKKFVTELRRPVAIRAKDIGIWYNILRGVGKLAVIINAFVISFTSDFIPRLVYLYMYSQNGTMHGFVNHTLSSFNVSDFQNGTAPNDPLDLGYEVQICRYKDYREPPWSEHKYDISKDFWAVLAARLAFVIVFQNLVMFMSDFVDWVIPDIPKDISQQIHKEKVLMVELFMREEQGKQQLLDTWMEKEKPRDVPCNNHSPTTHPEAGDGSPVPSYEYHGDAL
ANO1 activ – activators or potentiators of mouse TMEM16A chloride channel; Q8BHY3; B-score at 10 µM; 340,000 tested, 0.3% active; HEK293 TMEM16A/YFP-H148Q/I152L, iodide quench fluorescence; active compounds read low;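 active = fluorescence-ratio B-score plate-corrected deviation score at least 3 library SD below zero, with starting fluorescence score within 5 deviations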;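 note: channel opened by trigger with iodide after compound preincubation; score built on the fluorescence ratio of max minus min over baseline; more negative score means more quench and so TMEM16A activation or potentiation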
KCNK9 inh – blocks the human KCNK9 two-pore domain potassium channel. B-score at 10 µM. Q9NPC2. 310,000 tested, 1.2% active. HEK293 KCNK9, FluxOR thallium flux fluorescence; active compounds read low;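 active = ratio B-score over 3 SD below the library mean, with starting fluorescence within 5 SD of its mean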;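 note: negative B-score means less thallium flux so channel inhibition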
KCNQ1 pot – human KCNQ1 channel potentiation or activation; CHO-K1 KCNQ1, thallium flux FluxOR fluorescence; active compounds read high; B-score at 10 µM; 310,000 tested, 0.35% active;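 active = fluorescence ratio B-score, a plate-corrected score, at least three library SD, with initial intensity B-score within 5 SD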
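Material: CHO-K1 cells stably expressing KCNQ1. Medium: assay buffer for compound exposure, DMSO matched across wells. Reagent: K+/Tl+ depolarizing stimulus. Compound dosing: single-concentration screen. Times: 37 °C overnight plating, 90-min dark dye load, 20-min compound pretreatment. Technique: FluxOR Tl+ flux fluorescence.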
KCNQ1 block – inhibitors of human KCNQ1 potassium channel; 310,000 tested, 1.3% active; B-score at 10 µM; CHO-K1 KCNQ1, FluxOR thallium flux fluorescence; active compounds read high;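 active = compounds whose thallium flux B-score, printed positive for inhibition, exceeds three library SD while starting fluorescence stays within three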;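 note: channel opened by potassium depolarization with thallium stimulus after 20 min compound exposure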
Numbers without * were called inactive; i = inactive; . = no result given.

A first look:
SMILES	HDAC3 inh	KCNK3 inh	DYRK1A inh	hERG rescue	TRPC4 agonist	TRPC4 potent	ANO1 block	ANO1 activ	KCNK9 inh	KCNQ1 pot	KCNQ1 block
Cn1c(O)c(C=Nc2ccc(Br)cc2)c(=O)n(C)c1=O	10	i	-1	-4	i	i	i	i	i	i	i
O=c1[nH]c(=S)n(C2CC2)c(O)c1C=Nc1cccc(C(F)(F)F)c1	-13	i	-6	-10	i	i	i	i	i	i	i
CC12CN3CC(C)(CN(C1)C3c1ccco1)C2=O (centres undefined)	-9	i	-2	-10	i	i	i	i	i	i	i

Main list, from the first entry:
SMILES	HDAC3 inh	KCNK3 inh	DYRK1A inh	hERG rescue	TRPC4 agonist	TRPC4 potent	ANO1 block	ANO1 activ	KCNK9 inh	KCNQ1 pot	KCNQ1 block
Cn1c(O)c(C=Nc2ccc(Br)cc2)c(=O)n(C)c1=O	10	i	-1	-4	i	i	i	i	i	i	i
O=c1[nH]c(=S)n(C2CC2)c(O)c1C=Nc1cccc(C(F)(F)F)c1	-13	i	-6	-10	i	i	i	i	i	i	i
CC12CN3CC(C)(CN(C1)C3c1ccco1)C2=O (centres undefined)	-9	i	-2	-10	i	i	i	i	i	i	i
Nc1ccc2cc(Br)ccc2c1	5	i	2	-10	i	i	i	i	i	i	i
Cn1ncc(Cl)c1C(=O)N1CCC2(CC1)OCCO2	1	i	3	-11	i	i	i	i	i	i	i
COc1cccc(-n2c(=S)[nH]c3ccccc3c2=O)c1	-6	i	-3	-5	i	i	i	i	i	i	i
C(=NC12CN3CN(CN(C3)C1)C2)c1cccs1	3	i	-4	-5	i	i	i	i	i	i	i
COC(=O)C1=C(c2ccccc2)C[C@@H]2CC[C@H]1N2C(=O)N1CCOCC1	-3	i	0	-8	i	i	i	i	i	i	i
CC1CCC[C@H](O)CCCCCc2cc(O)cc(O)c2C(=O)O1 (some centres undefined)	2	i	6	-7	i	i	i	i	i	i	i
CC(Cc1ccccc1Sc1ccc(O)cc1)N(C)C (centres undefined)	7	i	2	-8	i	i	i	i	i	i	i
CCN(CC)CCCN=C(C)c1c(O)n(-c2ccc(C)cc2)c(=O)[nH]c1=O	1	i	-9	-7	i	i	i	i	i	i	i
CN1CCN(c2ccc(N)cc2Cl)CC1	-2	i	2	-4	i	i	i	i	i	i	i
Cc1cccc(-n2c(O)c(C=NCCN3CCNCC3)c(=O)[nH]c2=S)c1	-1	i	0	-7	i	i	i	i	i	i	i
CCN1CCN(C(=O)Cc2coc3ccc4ccccc4c23)CC1	0	i	1	1	i	i	i	.	i	i	i
O=C(c1cc(C(=O)NCc2ccc(Cl)cc2)c(=O)n(Cc2ccc(Cl)cc2)c1)c1cc(F)ccc1O	1	i	-9	-1	i	i	i	i	i	i	i
C=CCn1c(O)c(C(CC)=NCCC2=CCCCC2)c(=O)[nH]c1=O	-3	i	-3	-8	i	i	i	i	i	i	i
CCN(CC)c1ccc(N=Cc2c(O)n(CCc3ccc(OC)c(OC)c3)c(=O)[nH]c2=O)cc1	2	i	-2	-14	i	i	i	i	i	i	i
Cc1ccc2c(c1)C1CN(C)CCC1N2C(=O)COc1ccc(S(=O)(=O)N2CCOCC2)cc1 (centres undefined)	3	i	-3	3	i	i	i	i	i	i	i
CCOc1ccc(/C=C2/C(=O)NC(=O)N(CCc3ccc(F)cc3)C2=O)cc1	-13	i	-1	-4	i	i	i	i	i	i	i
CCOC(=O)/C(=N\Nc1ccccc1)N1CC1	4	i	0	-4	i	i	i	i	i	i	i
O=c1c2ccccc2nc(-c2ccccc2)n1-c1ccccc1O	4	i	7	-3	i	i	i	i	i	i	i
CC(C)c1ccc(-n2c(O)c(C=NCCN3CCNCC3)c(=O)[nH]c2=S)cc1	2	i	5	-2	i	i	i	i	i	i	i
O=C(Cc1ccccc1)Oc1ccc([N+](=O)[O-])cc1	-5	i	-2	-5	i	i	i	i	i	i	i
COc1ccc(OC)c(N2C(=O)NC(=O)C3(Cc4cc(C)ccc4N(C)C3)C2=O)c1 (centres undefined)	-6	i	-1	-17	i	i	i	i	i	i	i
CN1CCN(Cc2cn3cccnc3n2)CC1	-1	i	-1	3	i	i	i	i	i	i	i

More results follow:
SMILES	HDAC3 inh	KCNK3 inh	DYRK1A inh	hERG rescue	TRPC4 agonist	TRPC4 potent	ANO1 block	ANO1 activ	KCNK9 inh	KCNQ1 pot	KCNQ1 block
O=C(c1ccccc1)C1NC1c1ccccc1 (centres undefined)	0	i	0	-14	i	i	i	i	i	i	i
CCc1ccc(N2C(=O)NC(=O)/C(=C/c3cccn3CCOc3ccc(C)cc3)C2=O)cc1	2	i	-5	-4	i	i	i	i	i	i	i
COc1cccc(N2C(=O)NC(=O)/C(=C/c3ccc([N+](=O)[O-])s3)C2=O)c1	3	i	-8	0	i	i	i	i	i	i	i
O=C(Nc1ccccc1)NC1CC2CCC(C1)N2 (centres undefined)	8	i	-4	-4	i	i	i	i	i	i	i
O=C1NC(=O)N(c2ccccc2)C(=O)/C1=C/c1ccc(Sc2ccccc2)o1	7	i	-1	-3	i	i	i	i	i	i	i
CCOC(=O)C(C)(CC)NC(=O)CSP(=S)(OCC)OCC (centres undefined)	-1	i	.	-2	i	i	i	i	i	i	i
Cc1ccc(CN2C3CCCC2CC(NC(=O)Nc2cccc(F)c2)C3)cc1 (centres undefined)	4	i	2	-13	53*	i	i	i	i	i	i
COC(=O)c1c(C)[nH]c(C(=O)C(C)[N+]23CCN(CC2)CC3)c1C (centres undefined)	-5	i	.	-11	i	i	i	i	i	i	i
COc1ccc(CCNCc2cccn2C)cc1OC	-3	i	-4	-1	i	i	i	i	i	i	i
Cn1cc([N+](=O)[O-])c(C(=O)Nc2ccc3c(C(F)(F)F)cc(=O)oc3c2)n1	-1	i	-4	-6	i	i	i	i	i	i	i
CCCCCCCC(=O)NC(Oc1ccccc1[N+](=O)[O-])C(Cl)(Cl)Cl (centres undefined)	16	-12*	-1	-4	i	i	i	i	i	i	i
CN(C(=O)c1ccco1)C1(c2ccccc2Cl)CCCCC1=O (centres undefined)	5	i	-8	-5	i	i	i	i	i	i	i
O=c1c2ccccc2nc(-c2cccs2)n1-c1ccccc1	6	i	-4	-2	i	i	i	i	i	i	i
O=C(O)C1C2CCC(O2)C1C(=O)Nc1ccc(Cl)cc1 (centres undefined)	1	i	-2	-3	i	i	i	i	i	i	i
Cc1ccc(S(=O)(=O)NP(=O)(Oc2ccccc2)Oc2ccccc2)cc1	3	i	3	-10	i	i	i	i	i	i	i
Cc1ccccc1N1C(=O)/C(=C/c2ccco2)C(=O)NC1=S	1	.	.	13*	i	i	i	.	i	i	i
Cc1nc2ccc(Cl)cc2c(=O)n1-c1cccc(Cl)c1	9	i	8	-3	i	i	i	i	i	i	i
CCCCn1c(N)c(C(=O)OCCOC)c2nc3ccccc3nc21	-84	i	.	-4	i	i	i	i	i	i	i
CCN(CC)c1ccc(C=C2C(=O)N(C)C(=S)N(C)C2=O)o1	2	i	0	3	i	i	i	i	i	i	i
CN1CCN(Cc2ccc3ccccc3c2)CC1	0	i	-5	-4	i	i	i	i	i	i	i
CN1C(=O)C(Cc2nc3ccccc3c(=O)n2-c2ccccc2)c2ccccc21 (centres undefined)	-6	i	7	-16	i	i	i	i	i	i	i
Cc1cccc(OP(N)(N)=O)c1C	2	i	-8	-5	i	i	i	i	i	i	i
Cc1nc2ccc(Br)cc2c(=O)n1-c1ccc([N+](=O)[O-])c(C(F)(F)F)c1	4	i	3	-6	i	i	i	i	i	i	i
CCCCCSc1cc(OC)c(CCN(C)C)cc1OC	5	i	1	-11	i	i	i	i	i	i	i
N#CCC(=O)NN1Cc2ccccc2C1=N	2	i	0	-7	i	i	i	i	i	i	i

(continued)
SMILES	HDAC3 inh	KCNK3 inh	DYRK1A inh	hERG rescue	TRPC4 agonist	TRPC4 potent	ANO1 block	ANO1 activ	KCNK9 inh	KCNQ1 pot	KCNQ1 block
O=C(Nc1ccccc1)c1c(O)c2c(n(Cc3ccco3)c1=O)CCCC2	-2	i	-1	-1	i	i	i	i	i	i	i
CNCC(=O)c1ccccc1	2	.	.	-5	i	i	i	.	i	i	i
Cc1ccc(S(=O)(=O)Oc2ccccc2C=C2C(=O)N(C)C(=O)N(C)C2=O)cc1	5	i	1	-9	i	i	i	i	i	i	i
CCC(C)N=Cc1c(O)n(-c2ccccc2)c(=O)[nH]c1=O (centres undefined)	-4	i	4	-9	i	i	i	i	i	i	i
CC(O)(CS(=O)(=O)c1ccccc1)C(=O)Nc1cccc(C(F)(F)F)c1 (centres undefined)	3	i	-5	-8	i	i	i	i	i	i	i
CSc1ccc(CNC2CN3CCC2CC3)cc1 (centres undefined)	3	i	0	-2	i	i	i	i	i	i	i
Cc1cccc(N2C(=O)CC(=O)NC2=O)c1	-6	i	0	-5	i	i	i	i	i	i	i
COc1cc(O)cc2c1C(=O)OC(C)CCCC(=O)CCC/C=C\2 (centres undefined)	-5	i	-8	-5	i	i	i	i	i	i	i
COc1ccccc1N1CCN(Cc2ccc(F)cc2)CC1	-3	i	-4	-5	i	i	i	i	i	i	i
COc1ccc(OCC(=O)N2CCCC(N3CCN(c4ccccc4C)CC3)C2)cc1 (centres undefined)	4	i	3	-13	i	i	i	i	i	i	i
CCC(=O)C(CCN1CCOCC1)(c1ccccc1)c1ccccc1	-5	i	2	-2	62*	i	i	i	i	i	i
O=c1[nH]c(=S)[nH]c(O)c1N=Nc1ccc2c(c1)OCCO2	4	i	-7	-7	i	i	i	i	i	i	i
CCC(C)N1C(=O)/C(=C\c2cnc(N(C)C)nc2)C(=O)NC1=S (centres undefined)	4	i	1	-8	i	i	i	i	i	i	i
O=C(O)Cn1cc(/C=C2\C(=O)NC(=O)N(c3ccc(F)cc3)C2=O)c2ccccc21	2	.	.	-1	i	i	i	.	i	i	i
FC(F)(F)c1ccccc1CCN1CCNCC1	-4	i	0	-7	i	i	i	i	i	i	i
COC(=O)N(C)c1ccc(C(O)(C(=O)OC)C(F)(F)F)cc1 (centres undefined)	3	i	-5	-2	i	i	i	i	i	i	i
Cc1cc(OCC(=O)NC(Cc2ccc(Cl)cc2)C(=O)O)c2c3c(c(=O)oc2c1)CCCC3 (centres undefined)	-28	i	11	-27	i	i	i	i	i	i	i
Cc1sc(-n2c(C)cc(C=C3C(=O)NC(=O)NC3=O)c2C)c(C#N)c1C	-3	.	.	-6	i	i	i	.	i	i	i
COc1ccc(OC)c(-n2c(O)c(C=NCCN3CCNCC3)c(=O)[nH]c2=S)c1	-4	i	4	-6	i	i	i	i	i	i	i
COc1cccc(C(=O)N2C[C@H]3C[C@@H](C2)c2cccc(=O)n2C3)c1	-2	i	1	-5	i	i	i	i	i	i	i

Not all compounds are listed; rates above refer to the full screens.
